Diaphorase act: counter-screen for diaphorase-based assays: diaphorase activators and chemical reducers; Diaphorase/resazurin coupled assay, resorufin fluorescence, 16 min; stronger effect = higher value; 1 = vehicle wells, 0 = NADH-free wells; activation factor at 20 µM; 190,000 compounds, 0.005% hits;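 active = diaphorase activity raised at least twofold by the compound at 20 µM; inactive = activation factor below 2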
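Measured by – red resorufin fluorescence at 544/590 nm excitation/emission · Test system – Clostridium kluyveri diaphorase, purified enzyme · Incubation – reaction time 16 min, room temperature · Buffer or medium – 50 mM HEPES pH 7.4 with 4.542 mM MgCl2, 0.005% Tween 20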
TNAP inh noacc: TNAP (human) inhibition, acceptor-free conditions; inhibition, % at 20 µM; AID 1012; purified TNAP, CDP-star luminescence, 30 min; 200,000 compounds, 0.26% hits;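 active = tissue-nonspecific alkaline phosphatase inhibition above about 50% at 20 µM in the single-dose screen, limit read from the data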;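 note: 0% = DMSO negative control and 100% = EDTA positive control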
Target sequence (P05186 whole entry, looked up): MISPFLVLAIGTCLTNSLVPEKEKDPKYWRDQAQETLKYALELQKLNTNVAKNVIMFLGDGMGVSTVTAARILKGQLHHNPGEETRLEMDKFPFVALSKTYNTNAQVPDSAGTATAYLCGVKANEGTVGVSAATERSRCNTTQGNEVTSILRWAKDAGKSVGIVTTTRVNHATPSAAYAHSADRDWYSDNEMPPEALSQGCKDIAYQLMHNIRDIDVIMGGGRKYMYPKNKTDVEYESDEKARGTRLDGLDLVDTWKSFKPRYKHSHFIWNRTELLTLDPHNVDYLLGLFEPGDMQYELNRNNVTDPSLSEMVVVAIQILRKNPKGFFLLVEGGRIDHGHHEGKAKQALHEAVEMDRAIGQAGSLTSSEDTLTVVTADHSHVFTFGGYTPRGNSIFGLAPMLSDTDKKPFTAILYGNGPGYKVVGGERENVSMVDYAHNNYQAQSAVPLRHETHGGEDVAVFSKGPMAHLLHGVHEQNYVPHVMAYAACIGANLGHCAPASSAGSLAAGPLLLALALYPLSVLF
PMI act hi M6P: PMI (human) activation, high substrate; P34949; coupled PMI enzyme assay, resazurin fluorescence, 20 min; stronger effect = higher value; 1 = untreated enzyme, 0 = substrate-free blank; activation factor at 20 µM; 190,000 compounds, 0.34% hits; AID 1216;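 active = activation factor of 2 or more at 20 µM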
Target sequence (P34949 whole entry, looked up): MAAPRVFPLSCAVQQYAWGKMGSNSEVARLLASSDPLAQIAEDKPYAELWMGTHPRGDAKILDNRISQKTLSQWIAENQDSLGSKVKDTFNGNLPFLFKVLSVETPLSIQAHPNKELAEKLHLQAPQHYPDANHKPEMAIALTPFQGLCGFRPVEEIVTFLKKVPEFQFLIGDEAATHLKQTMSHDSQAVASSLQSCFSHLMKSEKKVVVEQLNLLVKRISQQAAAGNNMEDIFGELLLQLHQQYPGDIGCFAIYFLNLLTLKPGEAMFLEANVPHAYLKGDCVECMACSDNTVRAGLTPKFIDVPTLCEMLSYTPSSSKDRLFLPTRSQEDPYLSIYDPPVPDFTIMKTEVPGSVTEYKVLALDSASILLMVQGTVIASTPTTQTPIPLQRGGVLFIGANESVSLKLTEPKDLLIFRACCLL
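Test system: human phosphomannose isomerase with PGI, G6PDH, diaphorase coupling enzymes; amount: 15 ng/mL PMI; incubation: enzyme reaction with compound 20 min at room temperature; technique: resorufin fluorescence (Ex 544/Em 590 nm) from resazurin via diaphorase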
bIAP activator: intestinal alkaline phosphatase (bovine) activation | purified bovine IAP, CDP-star luminescence, 30 min; stronger effect = higher value; fold of DMSO-control signal, blank-subtracted | AID 1016 | 200,000 compounds, 0.17% hits | activation factor at 20 µM;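 active = activation factor of 2 or more at 20 µM, a signal rise over negative controls twice the positive control's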
L major viab: inhibitors of Leishmania major promastigote growth. Leishmania major promastigotes, resazurin fluorescence viability. inhibition, % at 10 µM. 200,000 compounds, 9% hits. AID 1063; in the data active = inhibition above about 50%;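 note: promastigotes grown with compound for 44 hours at 28 °C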
TNAP act hi DEA: activators of human TNAP at high phosphate acceptor concentration; P05186; purified TNAP, CDP-star luminescence, 1 M DEA, 30 min; stronger effect = higher value; 0 = EDTA background, 1 = DMSO-only activity; activation factor at 20 µM; 200,000 tested, under 10 active; AID 1136;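 active = activation factor at least 2 at 20 µM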
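Control set: EDTA negative control, DMSO positive control / Assay system: human TNAP / Quantity: TNAP 1/800 final / Evaluation: TNAP activation factor scaled between EDTA and DMSO control wells / Measured by: luminescent substrate turnover signal / Compound dosing: one dose, 20 µM / Times: 30 min enzyme reaction at room temperature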
bIAP inhibitor: blocks bovine intestinal alkaline phosphatase activity. purified bovine IAP, CDP-star luminescence, 30 min. inhibition, % at 20 µM. 190,000 tested, under 10 active. AID 1019;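 active = over 50% inhibition of intestinal alkaline phosphatase at 20 µM in the single-dose screen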
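System: purified bovine intestinal alkaline phosphatase (IAP) enzyme; Input: IAP diluted 1/65,000,000 in the well; Measured by: CDP-star luminescence signal; Compound dosing: 20 µM single dose; Incubation: 30 min reaction at room temperature.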
TNAP inh hiacc: TNAP (human) inhibition, high acceptor; purified TNAP, CDP-star luminescence, 1 M DEA; inhibition, % at 20 µM; 200,000 compounds, 0.03% hits; P05186;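 active = over 50% inhibition of tissue-nonspecific alkaline phosphatase at 20 µM in the single-dose screen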;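 note: plate controls were DMSO wells for no effect and EDTA-quenched wells as full inhibition for full effect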
PMI activator: phosphomannose isomerase (human) activation | purified human PMI, coupled resazurin fluorescence, 20 min; stronger effect = higher value; 1 = vehicle control, 0 substrate-free wells | P34949 | activation factor at 20 µM | 190,000 compounds, 0.005% hits | AID 1214;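 active = activation factor of 2 or more at 20 µM, relative to plate controls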
Diaph inh CS: counter-screen for diaphorase-based assays: diaphorase inhibitors and chemical oxidizers; AID 1217; 190,000 compounds, 0.69% hits; inhibition, % at 20 µM; diaphorase resazurin-to-resorufin fluorescence, NADH, 16 min; bacterial (C. kluyveri) enzyme, not human;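 active = primary screen inhibition at 20 µM above a set limit, cut at about 50% in these data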;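 note: plate controls were DMSO with full reaction for no effect and wells lacking NADH for full effect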
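Test system: bacterial diaphorase enzyme (C. kluyveri); Quantity: 0.14 U/mL diaphorase, enzyme working solution; Times: reaction incubation of 16 min at room temperature; Measured by: fluorescence of resorufin formed from resazurin, Ex 544/Em 590 nm; Benchmarks: positive control minus NADH, DMSO neutral control.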
* = called active by the depositor.

What do the screens show for `CCOC(=O)c1nc(C)[nH]c1C(=O)OCC`?
Diaphorase act: 0.9; TNAP inh noacc: -13; PMI act hi M6P: 1.1; bIAP activator: 0.8; L major viab: -2; TNAP act hi DEA: 1; bIAP inhibitor: 16; TNAP inh hiacc: -3; PMI activator: 1; Diaph inh CS: 9

Results for COc1ccc(Br)cc1C(=O)NC(=S)Nc1ccc(Cl)c(C(=O)O)c1 ?
Diaphorase act: 0.9; TNAP inh noacc: -6; PMI act hi M6P: 1.1; bIAP activator: 1.1; L major viab: -4; TNAP act hi DEA: 1; bIAP inhibitor: -12; TNAP inh hiacc: 1; PMI activator: 0.9; Diaph inh CS: 10

Results for O=[N+]([O-])c1ccc(N=Cc2sc3ccccc3c2O)cc1 ?
Diaphorase act: 1; TNAP inh noacc: 6; PMI act hi M6P: 0.9; bIAP activator: 0.9; L major viab: 39; TNAP act hi DEA: 0.8; bIAP inhibitor: 8; TNAP inh hiacc: 18; PMI activator: 1.1; Diaph inh CS: 4

Results for CC(Oc1ccc(F)cc1F)C(=O)/C=C/N(C)C (centres undefined) ?
Diaphorase act: 1.2; TNAP inh noacc: 1; PMI act hi M6P: 1.1; bIAP activator: 0.9; L major viab: -4; TNAP act hi DEA: 1; bIAP inhibitor: 10; TNAP inh hiacc: -3; PMI activator: 1.1; Diaph inh CS: -15

How did COc1ccccc1OCCOC(=O)Nc1ccccc1 do in these assays?
Diaphorase act: 0.8; TNAP inh noacc: -5; PMI act hi M6P: 1; bIAP activator: 1.1; L major viab: -3; TNAP act hi DEA: 0.9; bIAP inhibitor: -9; TNAP inh hiacc: 6; PMI activator: 1; Diaph inh CS: 16

How did N=C1SCC(=O)N1c1ncc(Cc2ccccc2Cl)s1 do in these assays?
Diaphorase act: 1; TNAP inh noacc: -26; PMI act hi M6P: 1; bIAP activator: 0.9; L major viab: 2; TNAP act hi DEA: 1; bIAP inhibitor: 10; TNAP inh hiacc: 0; PMI activator: 1; Diaph inh CS: -2

What do the screens show for `O=C(CN1C2=NCCCN2c2ccccc21)c1ccc(Cl)cc1Cl`?
Diaphorase act: 1; TNAP inh noacc: 1; PMI act hi M6P: 1.1; bIAP activator: 0.6; L major viab: 100*; TNAP act hi DEA: 1; bIAP inhibitor: 36; TNAP inh hiacc: -4; PMI activator: 1.1; Diaph inh CS: -2

What do the screens show for `COc1cccc2c(=O)n(CC(=O)N3CCCc4ccccc43)ccc12`?
Diaphorase act: 0.9; TNAP inh noacc: -13; PMI act hi M6P: 1; bIAP activator: 1.1; L major viab: 0; TNAP act hi DEA: 1.1; bIAP inhibitor: -10; TNAP inh hiacc: -6; PMI activator: 1; Diaph inh CS: 12

What do the screens show for `COc1cc(/C=N/n2nnnc2Nc2ccccc2)cc(OC)c1OC`?
Diaphorase act: 0.9; TNAP inh noacc: -4; PMI act hi M6P: 1; bIAP activator: 0.9; L major viab: 10; TNAP act hi DEA: 1; bIAP inhibitor: 7; TNAP inh hiacc: 5; PMI activator: 0.9; Diaph inh CS: 12

How did COc1ccc(CC(=O)NCC2(c3ccc(OC)c(OC)c3)CCOCC2)cc1 do in these assays?
Diaphorase act: 0.9; TNAP inh noacc: -16; PMI act hi M6P: 1; bIAP activator: 0.9; L major viab: -5; TNAP act hi DEA: 1.1; bIAP inhibitor: 8; TNAP inh hiacc: -5; PMI activator: 1; Diaph inh CS: 6

How did Cc1ccc(S(=O)(=O)CC(C)N2CCOCC2)c(S(=O)(=O)CC(C)N2CCOCC2)c1 (centres undefined) do in these assays?
Diaphorase act: 1; TNAP inh noacc: 13; PMI act hi M6P: 1.5; bIAP activator: 0.9; L major viab: -5; TNAP act hi DEA: 1; bIAP inhibitor: 12; TNAP inh hiacc: -2; PMI activator: 1.4; Diaph inh CS: 2

Results for C=CCNC(=O)Cn1nc(-c2ccccc2)ccc1=O ?
Diaphorase act: 0.9; TNAP inh noacc: -7; PMI act hi M6P: 0.9; bIAP activator: 0.9; L major viab: -8; TNAP act hi DEA: 1; bIAP inhibitor: 14; TNAP inh hiacc: -2; PMI activator: 0.9; Diaph inh CS: 15

Reprinted at random: two entries already listed.
What do the screens show for `COc1cccc2c(=O)n(CC(=O)N3CCCc4ccccc43)ccc12`?
Diaphorase act: 0.9; TNAP inh noacc: -13; PMI act hi M6P: 1; bIAP activator: 1.1; L major viab: 0; TNAP act hi DEA: 1.1; bIAP inhibitor: -10; TNAP inh hiacc: -6; PMI activator: 1; Diaph inh CS: 12

How did N=C1SCC(=O)N1c1ncc(Cc2ccccc2Cl)s1 do in these assays?
Diaphorase act: 1; TNAP inh noacc: -26; PMI act hi M6P: 1; bIAP activator: 0.9; L major viab: 2; TNAP act hi DEA: 1; bIAP inhibitor: 10; TNAP inh hiacc: 0; PMI activator: 1; Diaph inh CS: -2

Further entries:
Results for O=C(NC1=NC2CCCCC2N1)c1ccccc1 (centres undefined) ?
Diaphorase act: 1; TNAP inh noacc: -12; PMI act hi M6P: 1; bIAP activator: 1; L major viab: 12; TNAP act hi DEA: 1.1; bIAP inhibitor: -1; TNAP inh hiacc: -9; PMI activator: 1; Diaph inh CS: 0

What do the screens show for `Cc1cc(NCc2ccco2)nc2cc(O)ccc12`?
Diaphorase act: 0.8; TNAP inh noacc: -6; PMI act hi M6P: 0.9; bIAP activator: 0.9; L major viab: 19; TNAP act hi DEA: 1; bIAP inhibitor: 11; TNAP inh hiacc: -1; PMI activator: 0.9; Diaph inh CS: 21

How did COc1ccc(-c2cc(C(=O)NNC(=S)NC(=O)c3c(-c4ccccc4)noc3C)[nH]n2)cc1 do in these assays?
Diaphorase act: 0.7; TNAP inh noacc: -115; PMI act hi M6P: 1.1; bIAP activator: 1.1; L major viab: 63*; TNAP act hi DEA: 1; bIAP inhibitor: -12; TNAP inh hiacc: -2; PMI activator: 1; Diaph inh CS: 34

Results for CC1CCCN(Cc2nc(Cc3ccccc3Cl)no2)C1 (centres undefined) ?
Diaphorase act: 1.1; TNAP inh noacc: 6; PMI act hi M6P: 1; bIAP activator: 1; L major viab: -2; TNAP act hi DEA: 1; bIAP inhibitor: 2; TNAP inh hiacc: 0; PMI activator: 1; Diaph inh CS: -9

Results for O=C(Nc1ccncc1)c1c(F)cccc1F ?
Diaphorase act: 1; TNAP inh noacc: -1; PMI act hi M6P: 1; bIAP activator: 0.9; L major viab: 27; TNAP act hi DEA: 1; bIAP inhibitor: 7; TNAP inh hiacc: -4; PMI activator: 1; Diaph inh CS: 4

Results for CCC(Sc1nc(N)cc(=O)[nH]1)C(=O)Nc1cc(C)on1 (centres undefined) ?
Diaphorase act: 0.7; TNAP inh noacc: -2; PMI act hi M6P: 0.9; bIAP activator: 1; L major viab: -7; TNAP act hi DEA: 1.1; bIAP inhibitor: 0; TNAP inh hiacc: -6; PMI activator: 1; Diaph inh CS: 32

Results for CCc1nc(N2CCCCC2)c2oc3ccccc3c2n1 ?
Diaphorase act: 0.9; TNAP inh noacc: -9; PMI act hi M6P: 1; bIAP activator: 1; L major viab: 8; TNAP act hi DEA: 1; bIAP inhibitor: 1; TNAP inh hiacc: -3; PMI activator: 0.9; Diaph inh CS: 13

Results for O=C(COC(=O)Cn1[nH]c(=O)c2ccccc2c1=O)Nc1ccc2c(c1)OCO2 ?
Diaphorase act: 0.9; TNAP inh noacc: -11; PMI act hi M6P: 1; bIAP activator: 0.9; L major viab: -4; TNAP act hi DEA: 1.1; bIAP inhibitor: 11; TNAP inh hiacc: -5; PMI activator: 1; Diaph inh CS: 12

Results for O=C(CN(Cc1ccccc1F)S(=O)(=O)c1ccc(Cl)cc1)NCCC1=CCCCC1 ?
Diaphorase act: 0.8; TNAP inh noacc: -7; PMI act hi M6P: 0.9; bIAP activator: 1; L major viab: 2; TNAP act hi DEA: 1; bIAP inhibitor: 3; TNAP inh hiacc: -1; PMI activator: 0.9; Diaph inh CS: 17

What do the screens show for `O=C1CCc2cc(S(=O)(=O)N3CCC(C(=O)NCc4ccccn4)CC3)ccc2N1`?
Diaphorase act: 0.9; TNAP inh noacc: -4; PMI act hi M6P: 1; bIAP activator: 0.9; L major viab: -8; TNAP act hi DEA: 1; bIAP inhibitor: 6; TNAP inh hiacc: -2; PMI activator: 1; Diaph inh CS: 10

Results for COc1ccc(C(=O)Nc2ccc(S(=O)(=O)NC(C)=O)cc2)cc1 ?
Diaphorase act: 1; TNAP inh noacc: -5; PMI act hi M6P: 1.2; bIAP activator: 0.9; L major viab: -6; TNAP act hi DEA: 1; bIAP inhibitor: 7; TNAP inh hiacc: -2; PMI activator: 1.1; Diaph inh CS: 4

Results for CCC(C)(C#CCN1CCCCC1)OC(C)=O (centres undefined) ?
TNAP inh noacc: -5; bIAP activator: 1.1; L major viab: 9; TNAP act hi DEA: 1; bIAP inhibitor: -7; TNAP inh hiacc: -2

Results for CCCc1nc2ccccc2c(C(=O)OCc2nnc(-c3cc(OC)c(OC)c(OC)c3)o2)c1CC ?
Diaphorase act: 0.8; TNAP inh noacc: 5; PMI act hi M6P: 0.9; bIAP activator: 1.1; L major viab: 23; TNAP act hi DEA: 1; bIAP inhibitor: -6; TNAP inh hiacc: 0; PMI activator: 0.8; Diaph inh CS: 23

How did CCCC(C)NC(=O)c1cccc(Oc2ccccc2)c1 (centres undefined) do in these assays?
Diaphorase act: 0.9; TNAP inh noacc: -2; PMI act hi M6P: 1.1; bIAP activator: 1; L major viab: 21; TNAP act hi DEA: 1; bIAP inhibitor: 1; TNAP inh hiacc: 1; PMI activator: 1.1; Diaph inh CS: 7

How did COC(=O)C(Cc1cnc(Cl)s1)(C(=O)OC)c1ccc([N+](=O)[O-])cc1[N+](=O)[O-] do in these assays?
Diaphorase act: 0.7; TNAP inh noacc: -6; PMI act hi M6P: 0.9; bIAP activator: 0.9; L major viab: 63*; TNAP act hi DEA: 1; bIAP inhibitor: 6; TNAP inh hiacc: -4; PMI activator: 0.9; Diaph inh CS: 31

Results for Cc1ccccc1SCC(=O)OCC(=O)Nc1sccc1C(N)=O ?
Diaphorase act: 1; TNAP inh noacc: 3; PMI act hi M6P: 1; bIAP activator: 1.1; L major viab: -6; TNAP act hi DEA: 0.9; bIAP inhibitor: -14; TNAP inh hiacc: 7; PMI activator: 0.9; Diaph inh CS: 3

Rows were taken by chance; overall some 10% were active at least once.
